KB-V1 cytotox: qHTS assay for MDR1-selective chemotherapeutics: Primary screen using the drug-selected MDR subline cells KB-V1. KB-V1 MDR cells viability, CellTiter-Glo, 72 h. Potency, µM (highest dose often 46.1 µM), without a hit: at the top dose activity change, negative = cytotoxicity, hits mostly cytotoxic. 400,000 compounds, 3.4% hits. AID 1347076, 2019; note: potency is the fitted concentration of half-maximal effect; % is set by controls: 0 for no effect and ±100 for the full control effect; nearly all actives have a fitted effect of over 60% in size
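KB-V1, DMEM (no phenol red) + 10% FBS; cpd pin-transferred, titration series; 72 h, 37 degrees C; CellTiter-Glo, luminescence. Data normalized, curve-fit.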
SW480 rereplic: A quantitative high throughput screen for small molecules that induce DNA re-replication in SW480 colon adenocarcinoma cells; SW480 DNA re-replication, Hoechst DNA content imaging, 48 h; Potency, µM (titrated, usually from 46.1 µM), inactives show top-dose re-replication activation, usual class: activators; 340,000 compounds, 1.8% hits; note: potency is the fitted concentration of half-maximal effect; % of control where 0% means no effect; nearly all actives have a fitted effect of over 55% in size
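Per well, 250 cells were exposed to pinned compound for 48 hr. Nuclear DNA was visualised with Hoechst (40 min, 37 C) and total object intensity recorded by fluorescence scanning.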
HT1080 IDH1KD tx: qHTS for induction of synthetic lethality in tumor cells producing 2HG: qHTS for the HT-1080-IDH1KD cell line | HT-1080 IDH1 knockdown viability, ATP luminescence, 48 h | Potency, µM (series often up to 46.1 µM), for the others: at the top dose activity, negative = toxicity, actives largely listed as cytotoxic | 360,000 compounds, 2% hits;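 note: potency is the fitted concentration of half-maximal effect; 0% = DMSO wells and -100% = cell-free medium wells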
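Using the IDH1-knockdown HT-1080 line run in the same batch and compound series as the NT line, viability after 48 h at 37 °C was determined by CellTiter-Glo luminescence and expressed as % activity.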
IL-1B inflam inh: qHTS for Inhibitors of Inflammasome Signaling: IL-1-beta AlphaLISA Primary Screen. THP-1 LPS/ATP IL-1B secretion, AlphaLISA, 16 h; stronger effect = lower value. activity change, % at 57.5 µM. 360,000 compounds, 4.7% hits; in the data active = activity change below about -50%; inconclusive = mostly about -30% to -49%; note: % is set by controls: 0 for no effect and ±100 for the full control effect
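THP-1 cells pretreated 1 hr with compounds (up to 57.5 uM final), then stimulated with LPS (250 ng/mL final) plus ATP (1.25 mM final); secreted IL-1B measured by AlphaLISA after 16 hr, decreased signal indicating inhibition.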
KB-3-1 cytotox: qHTS assay for MDR1-selective chemotherapeutics: Primary screen using the parental adenocarcinoma cell KB-3-1 | KB-3-1 viability, CellTiter-Glo ATP luminescence, 72 h | Potency, µM (titrated, usually from 46.1 µM), for inactives: top-dose activity change, negative = cytotoxic, most hits filed as cytotoxic | 400,000 compounds, 1.4% hits | AID 1347075, 2019; note: potency is the fitted concentration of half-maximal effect; % is set by controls: 0 for no effect and ±100 for the full control effect; nearly all actives have a fitted effect of over 60% in size
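Cytotoxicity measured as CellTiter-Glo luminescence after 72 h at 37 C. Compound titrations were pinned onto drug-naive KB-3-1 parental adenocarcinoma cells grown in DMEM with 10% FBS, and normalized data fitted to concentration-response curves.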
HT1080NT lethal: qHTS for induction of synthetic lethality in tumor cells producing 2HG: qHTS for the HT-1080-NT fibrosarcoma cell line; HT-1080-NT fibrosarcoma viability, CellTiter-Glo ATP luminescence, 48 h; Potency, µM (highest dose often 46.1 µM), inactives show at the top dose activity, negative = less viability, most hits filed as cytotoxic; 360,000 compounds, 1.6% hits; AID 686970, 2013;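 note: NT is the 2HG producing partner of a matched IDH1 knockdown line; potency is the fitted concentration of half-maximal effect; 0% = DMSO-treated cells and -100% = media-only wells without cells; nearly all actives have a fitted effect of over 55% in size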
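A 48-hour cytotoxicity screen used HT-1080-NT cells plated 2 hours before compound delivery. ATP-based CellTiter-Glo luminescence measured viability, normalized to DMSO and no-cell controls.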
DRD3 antagonist: qHTS of D3 Dopamine Receptor Antagonist: qHTS. 360,000 compounds, 2.5% hits. AID 652054, 2013. D3R cells, DiscoveRx beta-arrestin luminescence, antagonist mode; stronger effect = lower value. max response, negative = inhibition, %. D(3) dopamine receptor (Homo sapiens), P35462; in the data active = max response below about -50%; inconclusive = no clear call, values can overlap the other calls; note: % is set by controls: 0 for no effect and ±100 for the full control effect; mostly tested at two doses, the higher about 12 µM
Target sequence (P35462 whole entry, looked up): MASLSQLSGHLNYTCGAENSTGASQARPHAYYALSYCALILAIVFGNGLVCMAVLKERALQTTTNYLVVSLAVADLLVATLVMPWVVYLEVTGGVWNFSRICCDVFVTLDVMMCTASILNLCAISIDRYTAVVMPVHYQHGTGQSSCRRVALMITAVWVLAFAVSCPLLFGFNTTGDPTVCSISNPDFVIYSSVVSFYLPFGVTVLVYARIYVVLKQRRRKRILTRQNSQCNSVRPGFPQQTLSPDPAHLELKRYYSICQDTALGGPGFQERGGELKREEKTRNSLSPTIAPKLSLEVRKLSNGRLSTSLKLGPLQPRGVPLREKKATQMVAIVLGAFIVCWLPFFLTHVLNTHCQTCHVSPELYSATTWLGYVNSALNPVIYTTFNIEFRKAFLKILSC
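Cells expressing the human receptor were seeded at 1500 cells/well, incubated overnight at 37 degrees C in 5% CO2, then exposed to library compounds with dopamine controls for 90 minutes at 37 degrees C before luminescent detection.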
DRD3 agonist: qHTS of D3 Dopamine Receptor Agonist: qHTS. AID 652048, 2013. max activation, %. D3R DiscoveRx beta-arrestin cells, luminescence, 90 min. 410,000 compounds, 0.58% hits; in the data active = max activation above about 30%; note: 0% is about no effect; mostly tested at two doses, the higher about 12 µM
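Cells at 1500/well, incubated overnight, then treated with pinned compounds (dopamine as control) for 90 min at 37 degrees C. DiscoveRx reagent added for 30 - 60 minutes at room temperature; luminescence read.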
GLP-1R agonist: qHTS of GLP-1 Receptor Agonists | Glucagon-like peptide 1 receptor (Homo sapiens), P43220 | HEK293 GLP-1R CRE-luciferase, luminescence, 4-6 h; cells express a hypersensitive GLP-1R form | Potency, µM (series often up to 45.6 µM), for inactives: top-dose activation, usual class: activators | 380,000 compounds, 0.007% hits | AID 624172, 2012; note: potency is the fitted concentration of half-maximal effect; % of control where 0% means no effect
Target sequence (P43220 whole entry, looked up): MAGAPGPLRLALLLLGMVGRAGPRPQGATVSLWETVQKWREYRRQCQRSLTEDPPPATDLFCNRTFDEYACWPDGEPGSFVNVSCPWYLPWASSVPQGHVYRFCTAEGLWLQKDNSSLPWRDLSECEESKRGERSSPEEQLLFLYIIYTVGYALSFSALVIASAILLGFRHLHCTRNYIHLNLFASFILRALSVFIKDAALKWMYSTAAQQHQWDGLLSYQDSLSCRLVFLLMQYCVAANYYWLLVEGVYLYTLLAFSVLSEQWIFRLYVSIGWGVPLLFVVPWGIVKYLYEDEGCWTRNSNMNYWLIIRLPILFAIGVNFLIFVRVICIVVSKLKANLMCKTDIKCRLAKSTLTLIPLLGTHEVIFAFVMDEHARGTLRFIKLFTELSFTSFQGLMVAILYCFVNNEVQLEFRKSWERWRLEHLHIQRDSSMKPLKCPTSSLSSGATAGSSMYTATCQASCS
An asterisk follows results filed as active; ? = inconclusive; . = no result given; & = joins results of further samples; [ ] = another dose, or the depositor's remark. Unless noted, calls come from the whole dose curve; as a rule, active = well fitted curve in the direction sought with a large enough effect; inconclusive = small, poorly fitted or top-dose-only effect, or another doubt; inactive = no such curve, though single readings can be large; an effect the other way counts as inactive or inconclusive.

SMILES	KB-V1 cytotox	SW480 rereplic	HT1080 IDH1KD tx	IL-1B inflam inh	KB-3-1 cytotox	HT1080NT lethal	DRD3 antagonist	DRD3 agonist	GLP-1R agonist
O=S(=O)(Nc1ccccc1N1CCCC1)c1ccccc1C(F)(F)F	0%	.	-4%	36	-13%	1%	7	1	-2%
COC(=O)C/C(N)=C(\C#N)C(=O)OC	7%	0%	2%	5	7%	12%	0	3	-1%
CCC(C)n1c(OC)nc2c1c(=O)n(C)c(=O)n2C (stereo not drawn)	-1%	-124%[inhibitor]	-16%	12	0%	-7%	15	11	9%
CCCn1ncc(CN2CCN(Cc3ccsc3)C(CCO)C2)c1C (stereo not drawn)	-15%	5%[1.84 µM]	2%	-17	-1%	12%	-10	-19	0%
Nc1cc(=O)[nH]c(SCC(=O)Nc2ccc([N+](=O)[O-])cc2)n1	3%	14%	-7%	-14	3%	-13%	-9	-2	-1%
Cc1nc(N2CCN(S(=O)(=O)c3ccc(F)cc3)CC2)c2c(-c3cccs3)csc2n1	?	-14%	8%	-11	?	3%	28	-1	1%
CC(=O)c1c(C)[nH]c(C(=O)CSc2nnc(-c3ccccc3)n2Cc2ccc3c(c2)OCO3)c1C	?	?	23µM*	18	-16%	?	-6	-6	-1%
COc1ccc(C(=O)/C=C/Nc2ccccn2)cc1	?	0%	?	-2	-8%	?	10	-12	-10%
N#C/C(=C\c1ccc(O)c(Br)c1)C(=O)NCc1ccccc1	13%	8.2µM*	-29%	28	-8%	-23%	24	-2	-11%
O=C(CCn1nc(-c2ccc(Cl)cc2)ccc1=O)NCCCN1CCCCCC1	22%	-1%[9.22 µM]	6%	-1	-13%	9%	?	5	-1%
Clc1ccc(Cn2ncc3c(N4CCCCC4)ncnc32)cc1	?	-8%	-11%	-8	-6%	-7%	23	0	8%
CC(=O)c1cccc(NC2c3ccccc3C(=O)N2Cc2ccco2)c1 (stereo not drawn)	-6%	4%	-17%	27	-3%	3%	18	3	15%
Cc1ccc(NC(=O)c2ccc(S(=O)(=O)NCC3CCCO3)cc2)cc1 (stereo not drawn)	-17%	1%	9%	33	2%	1%	17	6	-6%
O=C(CCN1C(=O)S/C(=C\c2cccs2)C1=O)NC1=NCCS1	30%	-9%	14%	8	17%	10%	39	1	10%
O=S(=O)(Nc1nccs1)c1ccc(Cl)cc1	29%	-16%	7%	4	6%	1%	19	3	-13%
Cc1ccc(NC(=O)CSc2nn(-c3ccc(Cl)cc3)c(=S)s2)cc1S(=O)(=O)N(C)C	21µM*	.	?	15	?	-5%	?	-8	-1%
CC(C)(C)c1cc(C2COC(=O)COCCOCC(=O)OCCOCCO2)cc(C(C)(C)C)c1O (stereo not drawn)	0%	2%	-27%	0	17%	-2%	-9	4	-4%
Cc1cc(SCC(=O)Nc2cccnc2Cl)nc2ccccc12	-14%	0%	9%	6	-23%	-10%	0	-7	3%
Cc1cccc(NS(=O)(=O)c2ccc3nc(-c4ccccc4)[nH]c3c2)c1C	?	6%	?	-13	0%&-2%	-23%	61	-6&-2	0%&-36%
Cc1ccc(S(=O)(=O)N2CCN(CC(O)COc3ccccc3)CC2)cc1 (stereo not drawn)	?	-6%	-17%	16	-25%	-2%	-7	-9	14%
Cc1c(/C=N/NC(=O)CNc2ccccc2)c2ccccn2c1C(=O)c1ccccc1	3.7µM*	-14%	-28%	-19	?	-15%	9	9	-10%
CC1(C(=O)NS(=O)(=O)Cc2ccccc2C(F)(F)F)CCN1C(=O)Cc1ccsc1 (stereo not drawn)	5%	.	7%	26	0%	7%	-6	-3	1%
COc1ccc2[nH]c3ccc(OC)cc3c2c1	4%	-11%	16%	-10	10%	14%	-6	-2	-6%
CCOc1cc(C2C(C(=O)N3CCCCC3)=C(C)NC3=C2C(=O)CC(C)(C)C3)ccc1O (stereo not drawn)	3%	-1%	5%	10	6%	0%	14	0	-7%
N#Cc1ccc(CSc2nnc3ccccn23)cc1	?	-5%	11%	?	28%	-4%	-6	0	2%

The list goes on.
SMILES	KB-V1 cytotox	SW480 rereplic	HT1080 IDH1KD tx	IL-1B inflam inh	KB-3-1 cytotox	HT1080NT lethal	DRD3 antagonist	DRD3 agonist	GLP-1R agonist
COc1ccc(F)cc1C(=O)C1CCCN(C(=O)c2ocnc2C)C1 (stereo not drawn)	-11%	-7%	-5%	6	8%	3%	1	-4	5%
CCCCn1nnnc1C(c1cccc(OC)c1OC)N1CCN(C/C=C/c2ccccc2)CC1 (stereo not drawn)	14%	.	?	-24	0%	-23%	?	-19	-4%
Cn1c(CNC(=O)c2ccco2)nnc1SCCOc1ccccc1	-12%	-5%	6%	13	12%	3%	-3	8	0%
O=C(CN1C(=O)C2C3C=CC(C3)C2C1=O)Nc1nncs1 (stereo not drawn)	43%	-12%	0%	11	?	26%	-26	2	4%
O=C(CCSCCc1ccccn1)Nc1ccc(Cl)cn1	-28%	3%	8%	5	-16%	0%	-62*	-2	-4%
Cc1ccc2nc(-c3ccccc3)c(-c3ccccc3)nc2c1	11%	-12%	0%	8	-1%	10%	6	1	19%
Cc1cccc2c3c([nH]c12)CCNC3	-10%	-3%	-24%	-7	1%	-22%	-25	-4	-7%
CCOC(=O)N1CCC(NC(=O)c2cc(C(=O)NC3CCCC3)ccc2CO)CC1	-13%	-12%	1%	13	-3%	0%	0	-6	1%
COc1ccc(C(=O)N(C)C2CCN(C)CC2)cc1S(=O)(=O)Nc1cc(Cl)ccc1Cl	1%	-23%	5%	0	8%	5%	-12	-14	17%
COc1ccc(CNC(=O)Nc2cc(C)ccc2C)cc1	7%	0%	2%	5	-1%	11%	2	-2	-6%
CCN(CC)CCN(C)C(c1cc2ccccc2o1)c1nnnn1C(C)(C)C (stereo not drawn)	?	.	-12%	13	5%	0%	-27	-9	-2%
COCCCn1ccc(O)c(Cc2ccc(F)cc2)c1=O	4%	4%	8%	-1	15%	13%	1	8	3%
CC(c1ccccc1)C(CC(=O)O)C(=O)NC1CCCCC1 (stereo not drawn)	1%	2%	2%	27	-10%	?	24	4	-6%
CCN1/C(=C/C=C/c2sc3ccccc3[n+]2CC)Sc2ccccc21	?	-8%&0%	1.5µM*	-105*	16µM*	1.6µM*	10	-10&-14	-2%&-11%
CCOC(=O)CCCc1ccc(/C(C)=N/NC(=S)NC)cc1	-7%	29%	7%	0	2%	6%	14	5	15%
COc1ccc(OC)c(NC(=O)Nc2nc(CN(C)C)cs2)c1	3%	.	7%	-3	0%	7%	-12	-3	5%
Cc1nn(CC(=O)N2CCOCC2)c(=O)c2nn(-c3ccccc3)c(C)c12	15%	21%	27%	7	4%	5%	0	6	-6%
Cc1ccc(Cl)cc1N1CCN(S(=O)(=O)c2c(C)noc2C)CC1	-18%	-9%	-2%	8	-20%	3%	-1	-1	9%
COC(=O)CSC1=C(C#N)C(c2ccccc2)CC(=O)N1 (stereo not drawn)	18µM*	?	-29%	24	?	?	-4	-2	9%
COc1ccc(S(=O)(=O)CCC(=O)N(C)c2ccc(OC)cc2OC)cc1	-19%	-11%	-10%	0	-5%	-9%[9.24 µM]	-13	-11	20%
O=C(Nc1cccc(F)c1)C1CCN(C(=O)c2ccc(Cl)cc2)CC1	0%	0%	-6%	-12	1%	-13%	-14	2	-1%
CCn1c(NCc2c[nH]c3ccccc23)nc2ccccc21	-19%	-4%[9.22 µM]	-29%	?	-2%	?	10	9	-1%
Cc1noc(C)c1S(=O)(=O)N1CCN(S(=O)(=O)c2ccccc2C#N)CC1	-9%	2%	9%	5	-8%	7%	5	2	12%
COc1ccc(C/C(C)=N\NC(=O)c2cn(C)c3ccccc23)cc1OC	6%	-1%	-5%	?	-6%	-5%	-4	-5	18%
O=C(Nc1cccc([N+](=O)[O-])c1)N(c1ccccc1)c1ccccc1	0%	-3%	0%	-10	7%	-1%	-9	5	-1%

Additional entries.
SMILES	KB-V1 cytotox	SW480 rereplic	HT1080 IDH1KD tx	IL-1B inflam inh	KB-3-1 cytotox	HT1080NT lethal	DRD3 antagonist	DRD3 agonist	GLP-1R agonist
CC(C)(C)c1ccc(C(=O)Nc2ccc(C(=O)N3CCOCC3)cc2)cc1	.	-6%	-7%	-85*	.	-4%	4	11	8%
CCc1ccccc1N=C1SCC(=O)N1C	3%	0%	4%	23	0%	3%	-10	10	2%
Cc1ccc(C(=O)Nc2cccc(Oc3ccccc3)c2)o1	?	1%	-12%	-26	-7%	2%	17	-5	1%
COC(=O)Nc1ccc(S(=O)(=O)N2CCN(c3ccc(F)cc3)CC2)cc1	?	-3%	-12%	-15	?	-1%	3	-1	-8%
Cc1c(NC(=O)c2ccc(S(=O)(=O)N(C)c3ccccc3)cc2)c(=O)n(-c2ccccc2)n1C	5%	-1%	-7%	-7	0%	-4%	-11	0	19%
Cc1ccc(-n2nc3c(c2NC(=O)CCC2CCCCC2)CS(=O)C3)cc1 (stereo not drawn)	0%	-6%	0%	1	-15%	2%	-3	1	13%
O=c1[nH]cnc2c1ncn2C1OCC(O)C(O)C1O (stereo not drawn)	?	-13%	0%	7	0%	1%	4	-18	-2%
CCC1CCCCN1C(=O)Nc1cccc(NC(=O)N2CCCCC2CC)c1 (stereo not drawn)	4%	-1%	8%	15	-7%	7%	-18	-12	-1%

Rows are unselected. About 12% of those tested had a hit in this group.
